SENP8 block-1: blocks the human protease SENP8; Q96LD8; purified SENP8, Z-RLRGG-aminoluciferin cleavage, luminescence; inhibition, % at 10 µM; 330,000 compounds, 1.2% hits; AID 2540; in the data active means inhibition above about 50%
NLRP3 yeast inh: inhibitors of NALP3 inflammasome in yeast; Yeast reconstituted NLRP3/ASC/caspase-1, beta-gal luminescence, 24 h; inhibition, % at 10 µM; 330,000 compounds, 0.39% hits;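 active means inhibition of 50% or more; inactive means inhibition below 50%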;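 further: plate controls were induced DMSO wells for no effect and uninduced yeast grown without galactose for full effect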
PfGluPho inh: PfG6PD (Plasmodium falciparum) enzyme inhibition; PfGluPho enzyme, NADPH resazurin-diaphorase fluorescence; inhibition, % at 20 µM; 350,000 compounds, 0.78% hits;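 active means inhibition reaching at least a set limit at 20 µM in the primary screen, cut at about 59% in these data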;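 further: 0% = DMSO wells with substrate and 100% = DMSO wells lacking glucose-6-phosphate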
SENP6 block: inhibitors of human SENP6 protease; Recombinant SENP6 catalytic domain, aminoluciferin luminescence; 330,000 compounds, 1.8% hits; inhibition, % at 10 µM; Q9GZR1;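 active means inhibition above about 50% at the single tested dose, limit read from the data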;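 further: plate controls were DMSO wells with enzyme for no effect and DMSO wells lacking enzyme for full effect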
SENP7 inh: SENP7 protease inhibition; Q9BQF6; recombinant SENP7, Z-RLRGG-aminoluciferin luminescence, 40 min; inhibition, % at 5 µM; 330,000 compounds, 1.5% hits; AID 434973;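 active means inhibition above about 50% at the single test dose, limit read from the data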;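 further: plate controls were DMSO with enzyme for no effect and no enzyme buffer wells for full effect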
SENP1 inh: SENP1 (human) catalytic domain inhibition. inhibition, % at 10 µM. AID 624204. recombinant SENP1 catalytic domain, CyPet-SUMO1-YPet FRET cleavage. 360,000 compounds, 0.21% hits. Q9P0U3;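 active means inhibition at least 30% at 10 µM, raw YFP signal under a set limit, fluorescence ratio 0.5 to 1.5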;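 further: 0% = enzyme with DMSO and 100% = no enzyme wells; some results filed as inactive read as strong as hits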
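Controls: no-enzyme wells low, DMSO-plus-enzyme wells high control. Test system: human recombinant His6-tagged SENP1 catalytic domain enzyme. Reagent: SFCypet-SUMO1-SFYpet FRET protein substrate, 25 nM final. Doses: one dose per compound, 10 µM, 0.5% DMSO. Detection: FRET, CFP and YFP emission. Timing: 50 min reaction at room temperature.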
HKDC1 inh: inhibitors of human hexokinase HKDC1; Q2TB90; recombinant HKDC1, G6PDH/diaphorase resazurin coupled fluorescence; inhibition, % at 20 µM; 340,000 compounds, 0.16% hits; AID 493160;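 active means inhibition above about 35% when tested at 20 µM, limit read from the data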;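 further: plate controls were DMSO wells with enzyme for no effect and DMSO wells lacking enzyme for full effect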
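test system = in-house recombinant HK5 (HKDC1) enzyme | amount = HKDC1 at 5 µg/mL | control set = DMSO-enzyme wells negative, buffer-substituted wells positive | compound = one dose of 20 µM, 1% DMSO | schedule = reaction time 90 min, room temperature, protected from light | technique = resorufin fluorescence at 613 nm | reagent = glucose with 1 mM ATP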
SENP8 block-2: inhibitors of human SENP8 protease; inhibition, % at 20 µM; recombinant SENP8, Nedd8 substrate fluorescence; 360,000 compounds, 0.64% hits; Q96LD8; AID 602440; in the data active means inhibition mostly above about 40%, no sharp cut-off; inactive means mostly below about 27%
Apaf1 inhib: blocks human Apaf-1 apoptosome activity; O14727; reconstituted apoptosome caspase-3 activity, DEVD-Rh110 fluorescence; inhibition, % at 20 µM; 330,000 compounds, 0.71% hits; active means inhibition of at least 40% at 20 µM;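 further: plate controls were DMSO wells for no effect and DEVD-CHO caspase inhibitor wells for full effect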
Target sequence (O14727 whole entry, looked up): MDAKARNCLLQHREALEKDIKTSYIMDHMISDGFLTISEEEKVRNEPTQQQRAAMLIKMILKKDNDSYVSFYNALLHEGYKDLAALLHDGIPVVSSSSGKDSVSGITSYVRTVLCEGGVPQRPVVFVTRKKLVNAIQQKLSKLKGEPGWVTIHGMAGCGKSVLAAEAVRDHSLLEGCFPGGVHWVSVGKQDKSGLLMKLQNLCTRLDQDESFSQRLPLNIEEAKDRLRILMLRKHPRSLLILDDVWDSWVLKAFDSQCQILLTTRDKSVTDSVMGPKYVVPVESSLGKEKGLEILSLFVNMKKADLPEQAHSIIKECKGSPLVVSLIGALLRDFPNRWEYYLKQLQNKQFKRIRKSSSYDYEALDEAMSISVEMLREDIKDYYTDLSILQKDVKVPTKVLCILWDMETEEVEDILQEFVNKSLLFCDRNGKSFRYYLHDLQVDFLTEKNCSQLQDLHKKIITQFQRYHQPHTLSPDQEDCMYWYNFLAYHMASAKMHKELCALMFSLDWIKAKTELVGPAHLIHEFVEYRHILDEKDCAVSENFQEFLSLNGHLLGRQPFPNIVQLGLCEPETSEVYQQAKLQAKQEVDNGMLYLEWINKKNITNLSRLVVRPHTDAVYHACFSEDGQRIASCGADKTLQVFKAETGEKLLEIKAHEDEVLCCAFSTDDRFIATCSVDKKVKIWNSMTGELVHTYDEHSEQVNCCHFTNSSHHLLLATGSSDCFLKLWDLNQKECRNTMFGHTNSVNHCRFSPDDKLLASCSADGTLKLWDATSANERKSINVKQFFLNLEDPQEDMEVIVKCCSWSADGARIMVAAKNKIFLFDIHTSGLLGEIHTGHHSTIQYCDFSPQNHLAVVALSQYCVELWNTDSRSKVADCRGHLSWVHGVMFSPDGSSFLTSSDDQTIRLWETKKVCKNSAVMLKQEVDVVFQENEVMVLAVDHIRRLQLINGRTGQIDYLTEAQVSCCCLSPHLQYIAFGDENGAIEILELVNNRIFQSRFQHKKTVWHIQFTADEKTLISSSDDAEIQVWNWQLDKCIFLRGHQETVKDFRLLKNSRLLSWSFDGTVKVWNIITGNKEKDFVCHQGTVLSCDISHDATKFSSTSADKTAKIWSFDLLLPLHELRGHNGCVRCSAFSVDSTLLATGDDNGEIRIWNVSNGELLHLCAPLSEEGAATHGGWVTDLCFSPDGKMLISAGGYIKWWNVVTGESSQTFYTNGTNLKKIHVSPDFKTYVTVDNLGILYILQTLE
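Assay system: Apoptosome proteins | Medium: pH 7.5 Hepes buffer with CHAPS, BSA, DTT | Also added: Cytochrome c and DEVD-Rh110 substrate | Times: 30 min plus 50 min, RT | Detection: Rhodamine 110 fluorescence at Ex 480/Em 540 nm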
* hit, by the source's call; i = inactive; . = not tested or not shown. Rows were taken by chance; any-hit rate near 4.1%.

No.	Molecule	SENP8 block-1	NLRP3 yeast inh	PfGluPho inh	SENP6 block	SENP7 inh	SENP1 inh	HKDC1 inh	SENP8 block-2	Apaf1 inhib
1	CC(C)(C)NC(=O)CN1CCN(C(=O)CCl)CC1	-2	-12	-2	-15	-3	0	-9	21	-2
2	C#CCOCCOCCOCCNc1nc(N2CCN(C(=O)CCCCCCCCCCNC(=O)[C@H](CCCCN)n3cc(CCCC(=O)O)nn3)CC2)nc(N2CCN(C(=O)CCCCCCCCCCNC(=O)[C@H](CCCN=C(N)N)n3cc(C[C@@H](C)CC)nn3)CC2)n1	-18	14	30	-26	5	-4	-10	23	76*
3	COc1ccc(C2=NS(=O)(=O)N(C)C(C(=O)NCc3ccccn3)=C2)cc1	-2	7	2	-1	-4	-1	-1	-192	8
4	Cc1cccc(N(C(=O)c2ccco2)C(C(=O)NC2CCCC2)c2ccco2)c1C (stereo not drawn)	-2	-2	-2	-18	-2	1	-3	6	1
5	O=C(COC(=O)Cc1n[nH]c(=O)c2ccccc12)Nc1ccc(Cl)cn1	-7	24	-2	5	2	-12	-8	-28	-1
6	CCN(CC)S(=O)(=O)c1ccc(N2CCCC2)c(NS(=O)(=O)c2ccc(OC)cc2)c1	-5	20	-3	-13	-2	-1	-5	14	10
7	Cc1c(C(=O)Nc2ccc(Cc3ccncc3)cc2)cccc1[N+](=O)[O-]	-3	17	18	-1	6	-1	0	-2	-1
8	CCN1C(=O)c2cccc3c(N)ccc1c23	84*	-13	59	80*	96*	-89	23	-214	97*
9	c1cncc(N=c2scc(-c3cccc4ccccc34)n2CCCn2ccnc2)c1	2	9	-4	-2	9	0	2	7	17
10	C=CCS(=O)(=O)N1CCCC(N2CCN(c3ccccc3OC)CC2)C1 (stereo not drawn)	-2	18	-7	10	-7	2	-4	5	-4
11	CCOC(=O)c1ccc(N2C(=O)C3C(C2=O)C(C(=O)c2ccc(Cl)cc2)N2CCCC32)cc1 (stereo not drawn)	-2	18	3	-6	4	58	9	-109	20
12	N#CCCN(C(=O)COC(=O)CCc1c[nH]c2ccccc12)c1ccccc1	-10	8	-10	-11	-11	1	-4	-1	19
13	Cc1ccc(OCCNC(=O)c2ccco2)cc1C	-11	15	-13	-6	-25	-2	-2	6	-6
14	COc1ccc(C(=O)OCC(=O)NC2CCCC2)c(OC)c1OC	-11	6	-17	-24	-9	-1	-2	17	4
15	O=C(NC1CCCC1)c1cccc(Oc2ccccc2)c1	2	32	-7	6	7	2	-1	2	1
16	CC1CCN(S(=O)(=O)c2cccc(C(=O)Nc3ccccn3)c2)CC1	-8	21	-2	-11	-7	1	2	2	9
17	CC(=O)Nc1cccc(OCCCNC(=O)c2cccc3ccccc23)c1	-3	12	-14	-36	4	0	-2	13	3
18	CC(OC(=O)c1cccc(Cl)c1)C(=O)NC1CCCCC1C (stereo not drawn)	3	15	-5	5	3	1	-3	11	3
19	O=C1COc2ccc(S(=O)(=O)N3CCC(C(=O)NCc4ccccc4)CC3)cc2N1	0	14	4	26	-7	1	-3	8	10
20	COc1ccc(C(=S)N2CCN(c3ccccc3C)CC2)cc1	3	6	24	10	-4	3	-2	23	15
21	CCOc1ccc(N(C(=O)c2snc(C(N)=O)c2N)C(C(=O)NC2CCCC2)C(C)C)cc1 (stereo not drawn)	0	18	11	-8	2	-2	-5	-106	29
22	NNC(=O)[C@@H]1C[C@@H]1c1ccccc1	5	12	2	-5	3	-1	-3	1	-3
23	O=C(CCCNS(=O)(=O)c1ccc(Cl)c(Cl)c1)NCCc1ccccn1	-8	10	1	-18	-22	0	0	6	4
24	O=C(NCCN1CCOCC1)c1csc2c1CCCCC2	3	6	13	-16	4	0	-8	4	-33

Values by screen from the entries so far.
HKDC1 inh for nos. 18–22, in order: -3, -3, -2, -5, -3
PfGluPho inh for nos. 18–22, in order: -5, 4, 24, 11, 2

New compounds follow:
No.	Molecule	SENP8 block-1	NLRP3 yeast inh	PfGluPho inh	SENP6 block	SENP7 inh	SENP1 inh	HKDC1 inh	SENP8 block-2	Apaf1 inhib
25	COc1ccc(-c2cc(=O)oc3cc(OCC(C)=O)ccc23)cc1	-5	26	10	-35	5	-21	1	-32	1
26	CCCC(=O)NC(Nc1ccccc1F)C(Cl)(Cl)Cl (stereo not drawn)	-1	-8	.	-4	1	.	.	.	-11
27	Nc1cc(Cl)nc(N/N=C/c2ccccc2[N+](=O)[O-])n1	9	8	1	-10	6	3	3	52*	3
28	COc1ccc(S(=O)(=O)N2CCN(C)CC2)cc1C(=O)N1CCCCC1	13	11	10	-3	0	3	-6	7	-1
29	CC(C)NC(=O)NC(=O)CN1C(=O)NC2(CCc3ccccc3C2)C1=O (stereo not drawn)	-3	14	5	-38	-13	3	-2	38	4
30	O=C1NC(=O)C(=O)N1	1	5	13	4	2	-1	-7	4	-13
31	Nc1nnc(SCCOc2cccc(Br)c2)s1	10	-4	7	43	14	2	-5	17	-1
32	CC(n1cnnn1)C12CC3CC(CC(C3)C1)C2 (stereo not drawn)	-10	-7	4	-12	-6	3	0	19	11

Arranged by value in HKDC1 inh (highest first): six from the list above
cpd	molecule	NLRP3 yeast inh	PfGluPho inh	SENP6 block	SENP7 inh	SENP1 inh	HKDC1 inh
27	Nc1cc(Cl)nc(N/N=C/c2ccccc2[N+](=O)[O-])n1	8	1	-10	6	3	3
25	COc1ccc(-c2cc(=O)oc3cc(OCC(C)=O)ccc23)cc1	26	10	-35	5	-21	1
32	CC(n1cnnn1)C12CC3CC(CC(C3)C1)C2 (stereo not drawn)	-7	4	-12	-6	3	0
31	Nc1nnc(SCCOc2cccc(Br)c2)s1	-4	7	43	14	2	-5
28	COc1ccc(S(=O)(=O)N2CCN(C)CC2)cc1C(=O)N1CCCCC1	11	10	-3	0	3	-6
30	O=C1NC(=O)C(=O)N1	5	13	4	2	-1	-7

Following part
No.	Molecule	SENP8 block-1	NLRP3 yeast inh	PfGluPho inh	SENP6 block	SENP7 inh	SENP1 inh	HKDC1 inh	SENP8 block-2	Apaf1 inhib
33	Cc1ccc(CN(C)C(=O)c2ccccc2NC(=O)c2ccccc2)o1	-8	14	4	-3	1	-3	-1	4	-2
34	CC(NC(=O)C(=O)N/N=C/c1ccccc1)c1ccccc1 (stereo not drawn)	-1	-7	-10	-16	-8	0	-6	5	-4
35	CC(=O)N1CCc2cc(S(=O)(=O)NC(C(=O)Nc3ccc4c(c3)OCCO4)C(C)C)ccc21 (stereo not drawn)	0	5	-10	-9	7	0	-7	22	3
36	OC(CNCCc1ccc(C(F)(F)F)cc1)COC(c1ccccc1)c1ccccc1 (stereo not drawn)	-9	26	10	-24	11	1	-3	6	17
37	Cc1ccc(NC(=O)COC(=O)C2=NNC(=O)CC2)c(Br)c1	-14	6	3	-11	-6	-1	-4	6	11
38	COc1ccc(OCc2nnc(SCC(=O)Nc3cccc(Cl)c3)o2)cc1	-8	21	2	2	2	0	-1	1	10
39	CCN1CCN(c2ccc(Cl)cc2NC(=O)c2ccco2)CC1	1	11	3	-6	2	3	2	0	5
40	CCOC(=O)c1ccc(-n2c(N)c(C(=O)NCC3CCCO3)sc2=S)cc1 (stereo not drawn)	8	13	74*	15	-3	4	-2	18	-5
41	O=C(OCc1ccccc1)/C(=C/c1ccccc1Cl)NC(=O)c1ccco1	-4	11	16	2	6	1	-4	7	11
42	CCNc1nc(C#N)nc2c1ncn2-c1cc(F)cc(F)c1	9	22	-11	3	7	-2	2	-224	11
43	CCOc1ccc(CNC(=O)CCc2cn(Cc3ccccc3)c3ccccc23)cc1	4	22	-1	4	-4	0	-5	3	1
44	O=C(Oc1ccc(-n2cnnn2)cc1)c1ccco1	0	13	-2	-16	10	4	-4	10	6
45	Cn1cc(CN2CCC(N3CCNC(=O)CC3)CC2)c(-c2ccccc2F)n1	-4	6	-12	0	-6	0	0	8	9
46	Cc1nn(-c2ccccc2)c2c1CC(=O)Nc1ccccc1-2	.	.	25	.	.	2	-2	8	.
47	COc1cc(C2NC(=S)NC3=C2C(=O)CCC3)ccc1O (stereo not drawn)	-1	15	6	15	-3	0	-2	12	-1
48	COc1cccc(C(=O)OCC(=O)c2ccc(Br)s2)c1	25	26	3	54*	40	0	5	4	13
49	Cc1cc(Br)ccc1NC(=O)C1CCN(C(=O)c2ccco2)CC1	0	11	-12	-12	2	-1	-4	12	-4
50	CCN(CCCNC(=O)Cn1ncc2c([nH]c3ccc(C)cc32)c1=O)c1ccccc1	-1	-4	-18	-6	13	1	-7	-29	1
51	Cc1cccc(C(=O)OCc2cnc(Cl)s2)c1	-13	4	-2	-6	-7	-1	-5	4	-3
52	CC(=O)Oc1ccc(/C=N/NC(=S)Nc2ccccc2)cc1	6	21	-18	-2	7	0	8	5	-6
53	COC(=O)c1[nH]c2ccccc2c1NC(=O)C(C)N1CCN(C(=O)c2ccco2)CC1 (stereo not drawn)	-12	-12	0	4	-7	1	-5	i	-36
54	C=CCn1c(COc2cccc3ccc(C)nc23)nnc1SCC(N)=O	-2	-1	5	-16	-5	2	6	-52	-10
55	Cc1cc(N=CC2=C(O)CC(C)(C)CC2=O)no1	3	5	4	-12	8	2	2	23	-4
56	COc1cccc(CNc2ccc(F)c(Cl)c2)c1	-17	17	0	-2	-5	0	1	14	-7
57	CCC(C)[C@H](NC(=O)NCc1ccccc1Cl)C(=O)OC (stereo partly drawn)	-4	7	-4	-8	-3	-1	4	1	-3
58	O=C(NNC(=O)c1ccc(Br)s1)c1ccc(F)c(S(=O)(=O)N2CCOCC2)c1	0	-1	-12	-10	11	-1	-4	15	0
59	CC/C(=N/NC(=O)CCC(=O)Nc1ccccc1OC)c1ccccc1	6	3	-8	9	2	2	-8	6	-21
60	O=C(NC(C(=O)c1ccccc1)N1CCCCCC1)c1ccco1 (stereo not drawn)	3	18	23	-14	3	-2	-10	3	-5
61	O=C(CNC(=O)c1ccco1)N/N=C/c1ccc(O)cc1O	0	6	-32	21	2	-1	-33	-21	-5
62	Cc1cccc(-n2c(SCC(=O)NCc3ccco3)nc3ccccc3c2=O)c1	-12	8	-7	-16	-5	-31	9	2	0
63	O=C(CN1C(=O)COc2ccc(S(=O)(=O)N3CCOCC3)cc21)NCc1ccco1	-2	14	-20	-6	-2	0	11	15	-8
64	COCCNC(=O)Cn1nc(-c2ccc(C)cc2)ccc1=O	-1	12	10	2	-2	0	-3	-21	-5
65	COc1ccc(C(CC(=O)NC(C)(C)C)n2cccc2)cc1 (stereo not drawn)	8	19	-17	24	6	1	-1	8	0
66	CCCCN(C(=O)c1c(C)[nH]c(C(=O)OCC)c1C)c1ccccc1	-4	6	5	6	1	0	18	7	-10
67	O=C(Cn1c(=O)oc2ccccc21)N1CCOCC1	-8	8	-5	5	-10	3	-7	23	-9
68	COc1ccccc1N1CCN(C(=O)C2CC(=O)N(c3ccccc3)C2)CC1 (stereo not drawn)	-3	21	3	-8	2	1	2	12	3
69	CCCCOP(=O)(c1ccc(N(C)C)cc1)C(O)c1ccc(OC)c(OC)c1 (stereo not drawn)	-3	11	11	-8	-4	0	1	26	-11

Compound activity (PubChem BioAssay)
